# All columns: NCI-60 one-dose screen, growth in % after 48 h at 10 µM unless noted; 100 = growth as untreated, 0 = no growth, -100 = all killed.
# SW-620 – SW-620 colon cancer; 82,000 compounds, 5.2% hits; AID 1794795
# HT29 – HT29 colon cancer. 81,000 compounds, 7.4% hits. AID 1794748
# NCI-H226 – NCI-H226 lung cancer; AID 1794732; 79,000 compounds, 3.5% hits
# NCI-H522 – NCI-H522 lung cancer | 78,000 compounds, 8% hits
# NCI-H23 – NCI-H23 lung cancer. 80,000 compounds, 4% hits
# HCT-15 – HCT-15 colon cancer; 82,000 compounds, 5.2% hits; AID 1794746
# NCI-H322M – NCI-H322M lung cancer; 80,000 compounds, 2.7% hits
# COLO 205 – COLO 205 colon cancer | 79,000 compounds, 7.3% hits
# NCI-H460 – NCI-H460 lung cancer; 82,000 compounds, 6.8% hits; AID 1794736
# Active calls of the source: *; . = not tested or not shown; & = joins results of further samples. Rule for the calls: active = growth percent below 10; inactive = the rest.
canonical_smiles	SW-620	HT29	NCI-H226	NCI-H522	NCI-H23	HCT-15	NCI-H322M	COLO 205	NCI-H460
CC(=O)c1ccc(-c2ccc([N+](=O)[O-])cc2)cc1	100	104	106	75	101	102	102	117	104
CCCCNS(=O)(=O)c1ccc(C)cc1	109	92	92	95	100	105	98	123	106
COc1ccccc1N1CCN(CC(O)COc2c(Br)c(Br)c(Br)c3c2OC(C)(C)C3)CC1 (stereo unspecified)	33	5.4*	45	55	49	25	60	59	15
Clc1ccc(-c2nc(-c3cccs3)no2)cc1	91	96	97	86	90	106	99	109	97
Cc1c[n+]2ccccc2n1C	102&89	105&110	101&99	93&60	102	104&93	92&106	100&99	113&107
CCOC(=O)c1c(C)nc2c(c1N)C(=O)C(=O)N2Cc1cc(F)cc(Cl)c1	91	83	82	55	95	71	103	101	97
N#Cc1c(-c2cccs2)cc(-c2cnccn2)nc1SCC(=O)Nc1ccc(C(F)(F)F)cc1	100	106	88	95	93	95	98	104	102
CCOC(=O)c1cnn2c1N(C(C)=O)C(c1ccccc1)C2 (stereo unspecified)	98	95	97	88	109	105	75	108	106
COC(=O)c1nc(N)nc(C(=O)OC)c1C(=O)c1cccc([N+](=O)[O-])c1	114	108	103	102	100	101	102	109	107
O=c1cc(Cn2cc[n+](Cc3ccc4ccccc4c3)c2)c2c(ccc3ccccc32)o1	100	106	95	93	99	105	101	110	110
O=C1c2ccccc2C(=O)c2c1ccc1[nH]c(-c3ccc(-c4nc5c6ccccc6c6ccccc6c5[nH]4)cc3)nc21	101	106	98	96	95	107	103	108	105
COc1ccc(C2=NN(C(=O)c3cc(-c4ccc(OC)cc4)nc4ccccc34)C(c3cc(-c4ccccc4)nn3-c3ccccc3)C2)cc1 (stereo unspecified)	97	98	78	83	98	83	78	90	79
Cc1ccc(/C=C/c2c(C(=O)/C=C/c3ccc(C(F)(F)F)cc3)c(C)nc3ccccc23)cc1	-43*	5.4*	-46*	-11*	-31*	-30*	-1.7*	-24*	-70*
COc1ccc(-c2nc(SCC(C)C)nc(N3CCN(C)CC3)c2C#N)cc1	95	82	87	72	103	78	79	.	101
CC(C)C1=C[C@@]23CC[C@@H]4[C@](C)(CCC[C@@]4(C)C(=O)OCC#CCN4CCCC4)[C@H]2C[C@@H]1[C@H]1C(=O)OC(=O)[C@H]13	109	91	96	79	95	91	89	111	103
Cc1nc(/N=C(/N)N(C)C)[nH]c(=O)c1C	106	105	130	108	96	.	176	119	104
CCOC(=O)c1cc(C(=O)c2ccc(O)c(O)c2)n2ccc(-c3ccn4c(C(=O)c5ccc(O)c(O)c5)cc(C(=O)OCC)c4c3)cc12	96	96	107	83	97	88	94	102	101
COc1ccc(Nc2nccc(N3CCN(c4c5ccc(Cl)cc5nc5ccc(OC)cc45)CC3)n2)cc1	60	45	94	-58*	96	37	83	61	86
O=C1C2CC3C1C1(Cl)C(Cl)C4(Cl)C2C3C1(Cl)C4(Cl)Cl (stereo unspecified)	97	88	98	.	105	88	95	102	99
Nc1nc(=O)n([C@H]2C[C@H](O)[C@@H](CO)O2)cc1C=O	107	101	111	102	112	107	110	15	103

# A few values from above.
# `O=C1C2CC3C1C1(Cl)C(Cl)C4(Cl)C2C3C1(Cl)C4(Cl)Cl` (stereo unspecified) @ HT29 = 88
# `Clc1ccc(-c2nc(-c3cccs3)no2)cc1` @ HCT-15 = 106
# `CCOC(=O)c1cc(C(=O)c2ccc(O)c(O)c2)n2ccc(-c3ccn4c(C(=O)c5ccc(O)c(O)c5)cc(C(=O)OCC)c4c3)cc12` @ NCI-H322M = 94
# `CC(=O)c1ccc(-c2ccc([N+](=O)[O-])cc2)cc1` @ NCI-H226 = 106
# `O=C1c2ccccc2C(=O)c2c1ccc1[nH]c(-c3ccc(-c4nc5c6ccccc6c6ccccc6c5[nH]4)cc3)nc21` @ NCI-H322M = 103

# Going on with the list.
canonical_smiles	SW-620	HT29	NCI-H226	NCI-H522	NCI-H23	HCT-15	NCI-H322M	COLO 205	NCI-H460
CCOc1cc(CNc2ccc(N3CCOCC3)c(C(=O)O)c2)ccc1OC	98	98	93	99	100	96	95	104	102
Cc1ccc(S(=O)(=O)NC(=O)Nc2nc3ccc(C)cc3s2)cc1	108	106	97	94	101	102	101	109	105
COC(CN1CCN(C)CC1)(c1ccccc1)c1ccccc1	105	98	99	93	93	100	96	104	110
CCOC(=O)C1=C(C)NC(SCc2nnc(-c3ccc(OC)cc3)o2)=NC1c1ccc(F)cc1 (stereo unspecified)	104	100	90	74	94	100	95	91	103
N#CCCCCCCBr	102	88	105	71	102	97	104	115	108
COc1cc2c(c(OC)c1OC)C(=O)/C(=C/c1cc(C)c(O)c(C)c1)S2	39	82	34	15	37	25	41	.	13
CC(C)N1C(=O)/C(=C2\SC(=S)N(C(C)C)C2=O)SC1=S	95	97	101	91	94	98	94	110	101
Nc1cccc(C(F)(F)F)c1	105	97	97	94	99	106	121	106	104
O=C(O)c1ccccc1-c1c2cc(I)c(=O)c(I)c-2oc2c(I)c(O)c(I)cc12	103&94	107&107	100&95	106	104&95	94&103	108&97	110&101	113&107
O=C(N(c1ccccc1)c1ccccc1)n1ccc2nc(Cl)nc(Cl)c21	51	25	54	25	61	45	68	78	36
Cc1cccc(OCC(O)CN2CCN(c3ccccc3)CC2)c1 (stereo unspecified)	101	104	140	106	101	99	124	97	105
C/C(Cl)=C/CC1=C(O)c2ccccc2C(=O)C1=O	57	52	68	.	86	38	81	68	23
O=C(c1ccc(F)cc1)N1CCn2c(nnc2C(F)(F)F)C1	102	110	92	.	106	98	106	111	101
Cc1cc(C)n(C(=O)c2cnn(-c3ccc(S(N)(=O)=O)cc3)c2N)n1	.	101	95	88	90	93	101	.	.
COC(=O)c1sc(-c2ccccc2)c2sc(N)nc12	97	85	96	73	88	84	94	106	97
COc1ccc2nc3cc(Cl)ccc3c(NCCCCCN3CCCCC3)c2c1	-27*	-41*	-40*	-72*	-49*	-32*	-34*	-89*	-63*
Cc1ccc(NC(=O)CSc2nc3ccccc3c(=O)n2CCc2ccccc2)c(C(=O)O)c1	109	111	101	90	101	107	91	103	110
CCNc1ncnc2[nH]ncc12	99	108	99	113	114	102	96	114	106
Cc1cccc2cc(-c3cc4ccccc4[nH]3)/c(=N/C(=O)Nc3ccc(Cl)cc3)oc12	98	124	83	96	89	104	106	120	103
CCc1c(Cl)nc(N)nc1Nc1ccccc1Cl	102	100	87	94	90	99	106	106	98

# In the list so far, these have a CF3 group.
canonical_smiles	SW-620	HT29	NCI-H226	NCI-H522	NCI-H23	HCT-15	NCI-H322M	COLO 205	NCI-H460
N#Cc1c(-c2cccs2)cc(-c2cnccn2)nc1SCC(=O)Nc1ccc(C(F)(F)F)cc1	100	106	88	95	93	95	98	104	102
Cc1ccc(/C=C/c2c(C(=O)/C=C/c3ccc(C(F)(F)F)cc3)c(C)nc3ccccc23)cc1	-43*	5.4*	-46*	-11*	-31*	-30*	-1.7*	-24*	-70*
Nc1cccc(C(F)(F)F)c1	105	97	97	94	99	106	121	106	104
O=C(c1ccc(F)cc1)N1CCn2c(nnc2C(F)(F)F)C1	102	110	92	.	106	98	106	111	101

# Reformatted: entries from further up
> O=C(c1ccc(F)cc1)N1CCn2c(nnc2C(F)(F)F)C1
- SW-620 = 102
- HT29 = 110
- NCI-H226 = 92
- NCI-H522 = .
- NCI-H23 = 106
- HCT-15 = 98
- NCI-H322M = 106
- COLO 205 = 111
- NCI-H460 = 101
> Cc1cc(C)n(C(=O)c2cnn(-c3ccc(S(N)(=O)=O)cc3)c2N)n1
- SW-620 = .
- HT29 = 101
- NCI-H226 = 95
- NCI-H522 = 88
- NCI-H23 = 90
- HCT-15 = 93
- NCI-H322M = 101
- COLO 205 = .
- NCI-H460 = .

# Next section
canonical_smiles	SW-620	HT29	NCI-H226	NCI-H522	NCI-H23	HCT-15	NCI-H322M	COLO 205	NCI-H460
S=C(N/N=C/c1ccc(Cl)cc1)N/N=C/c1ccc(Cl)cc1	108	113	101	101	101	107	115	113	109
COc1ccc(/C=C/c2ccc(/C=C/C(=O)c3ccc(Cl)cc3)cc2)cc1	102	93	113	106	100	101	97	111	101
O=C1CC(=O)N(CCc2ccccn2)C(=O)N1CCc1ccccn1	115	89	108	80	99	103	98	101	108
CCN1C(=O)N(CC)C2SC(N/N=C/C=C/c3ccccc3OC)=NC21 (stereo unspecified)	20	6.4*	55	1.3*	30	14	45	7.2*	2.9*
C#CCC1(c2cc3ccccc3s2)NS(=O)(=O)c2ccccc21 (stereo unspecified)	108	93	108	88	98	96	95	96	105
O=C(NO)C(=O)NCc1ccccc1	101	105	97	105	114	100	102	113	108
CCCCNC(=S)NCCCC	101&114	94&100	98&99	92&102	100&94	100&98	116&96	108&101	106&107
O=c1nccc[nH]1	114	98	115	95	.	124	110	109	113
CCSc1ccc(N2C(N)=NC(N)=NC2(C)C)cc1	29	35	.	52	40	100	68	34	27
O=C1Cc2ccccc2C(=O)N1Nc1ccccc1	72	.	104	107	106	88	107	99	105
CCn1c(Sc2nnc(/N=C3\NC(=O)/C(=C/c4ccc([N+](=O)[O-])cc4)S3)s2)nc2c1c(=O)n(C)c(=O)n2C	95	103	88	95	109	112	99	98	103
O=C(O)/C(=C\c1ccc([N+](=O)[O-])cc1)CCc1ccccc1	104	106	.	95	101	102	97	117	106
CCC1(C)OC(=O)N(C)C1=O (stereo unspecified)	.	109	105	103	101	114	112	128	116
Nc1nc(-c2ccc(Cl)cc2)cc(-c2ccc(OCc3nc4ccccc4[nH]3)cc2)n1	106	96	94	78	81	87	92	99	101
COc1ccc(Nc2ncccc2NC(=O)c2cn(Cc3cccc(Oc4ccccc4)c3)nn2)cc1OC	73	81	92	77	76	68	84	81	97
NC(=O)c1ccc(F)cc1	103	103	107	96	95	100	94	.	110
COc1cc2cc(Oc3ccc(NC(=O)Nc4ccc(F)c(C(F)(F)F)c4)cc3)c(C)nc2cc1OCCN1CCCCC1	-76*	-74*	81	-67*	34	-71*	70	-64*	-69*
Nc1ccccc1-c1cc2c(c3c1[nH]c1ccccc13)CCCC2	87	96	101	90	88	68	82	105	90
Cc1nc2c(cnn2-c2ccccc2)c(=O)n1-c1ccc(NC(=O)c2ccc(F)cc2)cc1	77	63	56	64	50	66	86	62	54
CSc1oc(-c2ccccc2)nc1S(=O)(=O)c1ccc(Br)cc1	104	102	92	80	90	98	108	133	103
Cc1cc(OI)c(C(C)C)cc1-c1cc(C(C)C)c(OI)cc1C	113	101	94	94	95	105	96	114	106
O=C1c2ccccc2C(=O)N1CCCCCCCCBr	100	109	105	100	115	98	93	112	104
CN1CC(c2ccc([N+](=O)[O-])cc2)C2(SC(=NC3CCCCC3)N(Nc3ccccc3)C2=O)C12C(=O)Nc1cc(Cl)ccc12 (stereo unspecified)	66	61	63	67	66	46	74	66	63
CC(C)(C)C(=O)Nc1cccc(NC(=O)c2ccccn2)c1	98	103	92	97	88	100	98	116	104
Cn1c(=O)c2c(=O)c(C#N)c(-c3ccc(Cl)cc3)[nH]c2n(C)c1=O	93	106	85	84	82	45	91	98	59
CC(C)C(=O)CCCN1C(=O)c2ccccc2C1=O	105	103	108	93	101	108	90	100	105
c1ccc(N=NN2CCOCC2)cc1	106	108	123	99	104	105	102	107	111
CC(=O)OCc1ccc(C)cc1	108	104	100	86	95	107	90	110	105
O=C1C2C=CC1C1C(=O)C=CC21 (stereo unspecified)	106	105	111	.	102	99	101	111	104
CC1(C)Oc2cc3oc(=O)ccc3cc2C[C@@H]1OS(C)(=O)=O	100	105	86	96	102	108	103	113	101
CCOC(=O)C1=C(CSC(=S)N(C2CCCCC2)C2CCCCC2)N(C)C(=O)NC1c1ccccc1 (stereo unspecified)	37	22	59	58	76	40	92	61	13
O=C1Nc2ccc(Cl)cc2/C1=C\c1c(-c2ccc(F)cc2)nc2ccccn12	8.9*	1.0*	-31*	11	-20*	21	44	46	6.9*
CCCCNC(=O)NS(=O)(=O)Cc1ccccc1	108	114	107	102	114	109	118	118	111
COC(=O)[C@H](Cc1ccc(O)cc1)NC(=O)[C@@H](OC)[C@@H]1Cc2cc3cc(OC4CC(OC5CC(O)C(O)C(C)O5)C(O)C(C)O4)c(C)c(O)c3c(O)c2C(=O)[C@H]1OC1CC(OC2CC(OC3CC(C)(O)C(O)C(C)O3)C(O)C(C)O2)C(O)C(C)O1 (stereo partly specified)	11	3.7*	-18*	-20*	-39*	47	11	-23*	7.0*
O=C(Nc1ccccc1-c1nc2ccccc2s1)c1ccno1	88	57	95	69	74	65	89	86	85
COc1ccc2nccc(C=O)c2c1	28	107	97	104	99	24	94	105	101
S=C(c1ccc2c(c1)OCO2)N1CCN(c2cccc(Cl)c2)CC1	4.1*	4.7*	34	2.2*	35	24	57	25	6.7*
N#Cc1c(Nc2ccccc2)nn2c(-c3cccs3)ccnc12	98	94	101	89	.	96	90	107	93
COc1ccc(CCNCCCOc2cc3c(Nc4ccc(S(=O)(=O)Nc5nccs5)cc4)ncnc3cc2OC)cc1OC	101	108	107	103	103	104	108	110	101
CCOC(=O)c1c2c(n(-c3ccc(C#N)cc3)c1-c1ccccc1)C=CCC2	97	68	96	72	89	77	92	87	99
COc1cc(-c2cc(-c3ccccc3)nc(Nc3nc4ccccc4[nH]3)n2)cc(OC)c1OC	96	108	98	105	102	96	117	106	99
CCCCCC(=C/c1ccccc1)/C=N/O	101	90	94	94	93	100	98	107	102
C=Cc1nnnn1C12CC3CC(CC(C3)C1)C2	106	97	101	89	103	105	122	111	112
NS(=O)(=O)c1ccc(-n2ncc3c(NCc4ccccc4)ncnc32)cc1	108	93	91	.	109	85	81	114	104
Cc1[nH]n(C(=S)Nc2nc3cc(Cl)c(F)cc3s2)c(=O)c1N=Nc1ccc(F)c(Cl)c1	102	112	96	123	97	101	119	109	106
CSc1ccccc1Nc1nc(N)nc(C(Cl)Cl)n1	102	110	118	104	103	96	98	111	106
CN(C)c1cccc(-c2ccc(S(=O)(=O)Nc3ccc4c(c3)N(C(=O)C3CC3)CCC4)cc2)c1	96	82	68	68	63	84	92	102	75

# Screening results as filed in PubChem BioAssay.
